# High-throughput results: PubChem BioAssay, several laboratories
# NRP1-CendR mod – modulators of CendR peptide binding to NRP-1, primary screen, biochemical, fluorescence polarization, uHTS | AID 602438, 2012 | FAM-RPARPAR peptide binding to NRP-1 | Neuropilin-1 (Homo sapiens), O14786 | inhibition, % at 25 µM | hit rate 0.85% among 360,000;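 active means inhibition or corrected inhibition above about 18%, plus a signal ratio from 0.5 to 1.5, limit read from the data, passing the limit was not always enough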; further: strong numbers were not always called active
# Target sequence (O14786 whole entry, looked up): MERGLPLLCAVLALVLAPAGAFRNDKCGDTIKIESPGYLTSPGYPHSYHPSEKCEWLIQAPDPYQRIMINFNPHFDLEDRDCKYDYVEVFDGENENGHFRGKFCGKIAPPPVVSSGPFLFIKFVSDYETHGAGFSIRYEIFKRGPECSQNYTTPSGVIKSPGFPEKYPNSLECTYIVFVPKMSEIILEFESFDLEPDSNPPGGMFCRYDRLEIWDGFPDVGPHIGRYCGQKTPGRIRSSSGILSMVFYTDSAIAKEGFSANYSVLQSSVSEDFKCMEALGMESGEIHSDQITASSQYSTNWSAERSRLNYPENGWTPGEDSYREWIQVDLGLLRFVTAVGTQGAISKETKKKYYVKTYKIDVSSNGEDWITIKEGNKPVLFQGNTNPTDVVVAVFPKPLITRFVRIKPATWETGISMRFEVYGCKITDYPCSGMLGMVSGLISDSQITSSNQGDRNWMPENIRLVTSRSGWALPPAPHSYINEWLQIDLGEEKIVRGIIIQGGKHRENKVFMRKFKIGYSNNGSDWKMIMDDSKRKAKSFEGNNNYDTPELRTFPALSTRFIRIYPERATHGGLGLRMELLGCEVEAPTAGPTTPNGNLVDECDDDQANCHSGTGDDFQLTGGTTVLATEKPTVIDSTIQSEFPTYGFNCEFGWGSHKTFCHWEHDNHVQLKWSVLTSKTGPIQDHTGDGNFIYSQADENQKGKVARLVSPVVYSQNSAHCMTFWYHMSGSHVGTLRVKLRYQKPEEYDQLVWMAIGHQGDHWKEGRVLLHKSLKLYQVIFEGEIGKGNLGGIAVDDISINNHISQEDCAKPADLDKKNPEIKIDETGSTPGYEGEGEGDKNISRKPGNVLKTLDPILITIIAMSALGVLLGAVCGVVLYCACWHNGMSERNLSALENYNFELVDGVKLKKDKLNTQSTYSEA
# NadD inh – inhibitors of S. aureus NadD, primary screen, biochemical, colorimetric, uHTS | inhibition, % at 20 µM | purified NadD enzyme, colorimetric absorbance read-out | hit rate 0.78% among 360,000; in the data active means inhibition above about 26%; further: some compounds past the cut are filed as inactive
# LMPTP block – LMPTP phosphatase inhibitors, primary screen, biochemical, fluorescence intensity, uHTS. hit rate 0.22% among 360,000. Low molecular weight phosphotyrosine protein phosphatase (Homo sapiens), P24666. inhibition, % at 20 µM. recombinant LMPTP-A, OMFP fluorogenic substrate;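 active means compounds that cut the enzyme signal by at least half of the control window in the single-dose screen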;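 further: plate controls were DMSO wells with enzyme plus substrate for no effect and substrate without enzyme for full effect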
#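 Test system: LMPTP-A phosphatase enzyme; input: 0.625 nM LMPTP-A final; reagent: OMFP substrate, 400 µM final; compound dosing: 20 µM single dose, 3% DMSO; incubation: 50 min dark incubation at room temperature; measured by: endpoint fluorescence intensity from OMFP dephosphorylation; measure: % inhibition relative to no-enzyme and uninhibited control wells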
# SKN-1 inh – suppressors of acrylamide-induced Pgst-4::GFP reporter in worms, primary screen, SKN-1 inhibitor project, whole organism, uHTS, GFP/RFP fluorescence ratio, strain VP596 | AID 624304, 2012 | inhibition, % at 21.8 µM | hit rate 0.49% among 360,000 | C. elegans VP596 Pgst-4::GFP/RFP ratio, 24 h;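 active means interference check ratio from 0.5 to 1.5 plus GFP to RFP signal ratio inhibition reaching or exceeding a fixed threshold, cut at about 30% in these data, passing the limit was not always enough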; further: some compounds called inactive have numbers as strong as hits
# Scp-1 inhibitor – Scp-1 phosphatase inhibitors, primary screen, biochemical, colorimetric, uHTS | AID 493091, 2011 | hit rate 0.88% among 340,000 | Recombinant Scp1, phosphopeptide, malachite green phosphate absorbance | inhibition, % at 20 µM | Carboxy-terminal domain RNA polymerase II polypeptide A small phosphatase 1 (Homo …;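 active means inhibition above about 50% at 20 µM, limit read from the data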;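 further: plate controls were DMSO wells with enzyme for no effect and wells lacking enzyme for full effect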
#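 Material – SCP-1 phosphatase catalytic domain, residues 76-261 · Buffer or medium – Acidic Tris acetate buffer with magnesium and detergent · Also added – Phospho 17-mer peptide substrate · Compound – single 20 µM dose, 1% DMSO · Times – 45 min room-temperature reaction, 5 min colour, 30 min stabiliser · Technique – Phosphate-binding colour reagent, absorbance read at 630 nm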
# STEP block – STEP phosphatase inhibitors, primary screen, biochemical, fluorescence intensity, uHTS. Tyrosine-protein phosphatase non-receptor type 5 (Homo sapiens), P54829. recombinant STEP, OMFP fluorogenic substrate. inhibition, % at 20 µM. hit rate 0.25% among 360,000. AID 588621, 2011;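 active means inhibition at 20 µM, scaled per plate between control wells, above about 37%, limit read from the data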;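 further: 0% = DMSO with enzyme and substrate and 100% = substrate only without enzyme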
#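 Assay system: isolated STEP enzyme / Timing: 20 min at room temperature, dark / Doses: 20 µM, 1% DMSO / Technique: fluorescence intensity, excitation 480 nm, emission 540 nm / Reagent: fluorogenic phosphatase substrate OMFP at 25 µM final / Measure: percent inhibition scaled to no-enzyme and uninhibited-enzyme controls, plate-pattern corrected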
# SUMO1-SIM PPI – modulators of SUMO1 protein-protein interactions, primary screen, biochemical, uHTS; Small ubiquitin-related modifier 1 (Homo sapiens), P63165; SUMO1 binding to a labelled peptide, TR-FRET, 1 h; inhibition, % at 20 µM; hit rate 0.33% among 360,000; AID 602429, 2012; in the data active means inhibition above about 37%
# Target sequence (P63165 whole entry, looked up): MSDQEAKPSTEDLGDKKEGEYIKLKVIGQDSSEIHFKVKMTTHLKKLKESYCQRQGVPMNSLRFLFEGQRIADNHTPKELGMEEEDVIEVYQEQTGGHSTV
# Neddyl block – inhibitors of cullin neddylation, primary screen, biochemical, TR-FRET, uHTS, NAE and Ubc12 | calls only at 25 µM | NEDD8-conjugating enzyme Ubc12 (Homo sapiens) + NEDD8-activating enzyme E1 regulatory … | hit rate 0.58% among 360,000; in the data active means inhibition above about 36%
# TbMetRS inhib – T. brucei MetRS inhibitors, primary screen, biochemical, luminescence. inhibition, % at 11.9 µM. purified T. brucei MetRS, ATP depletion, Kinase-Glo luminescence. methionyl-tRNA synthetase (Trypanosoma brucei brucei). hit rate 0.4% among 360,000;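 active means inhibition above a per-plate cutoff of the control wells' mean inhibition plus 3 SD, cut at about 5.5% in these data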;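 further: 0% = DMSO wells median and 100% = median of wells with control inhibitor compound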
#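 Assay system: T. brucei methionyl-tRNA synthetase, purified | Medium: HEPES buffer with MgCl2, KCl, DTT, spermine, BSA, pyrophosphatase | Compound: 11.9 µM single point | Incubation: 15 min enzyme-compound preincubation, 2 h reaction, 10 min detection, 25 °C | Measured by: Kinase-Glo luciferase luminescence reporting remaining unconsumed ATP | Measure: % inhibition normalized to control-well medians | Replication: Singlicate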
# DNMT1 inh – human DNMT1 methyltransferase inhibitors, primary screen, biochemical, molecular beacon, fluorescence, HinP1I cleavage, uHTS; inhibition (reported as % activation of signal), % at 10 µM; hit rate 0.83% among 360,000; AID 588458, 2011; in the data active means inhibition above about 50%
# Starred values were filed as active, the others as inactive; i = inactive; · = not tested or not shown.
# The opening 2 compounds (preview)
SMILES,NRP1-CendR mod,NadD inh,LMPTP block,SKN-1 inh,Scp-1 inhibitor,STEP block,SUMO1-SIM PPI,Neddyl block,TbMetRS inhib,DNMT1 inh
CCOc1cc2c(cc1/C=C(/C#N)c1ccc(C(=O)O)cc1)OCO2,-13,-2,-0.9,6,5,-2,-7,i,0.8,0
COc1ccc(CNc2ncc(-c3cccc([N+](=O)[O-])c3)n2C)c(OC)c1OC,3,3,-1.5,1,0,-1,-27,i,0.0,1

# All compounds of this part, from the start:
SMILES,NRP1-CendR mod,NadD inh,LMPTP block,SKN-1 inh,Scp-1 inhibitor,STEP block,SUMO1-SIM PPI,Neddyl block,TbMetRS inhib,DNMT1 inh
CCOc1cc2c(cc1/C=C(/C#N)c1ccc(C(=O)O)cc1)OCO2,-13,-2,-0.9,6,5,-2,-7,i,0.8,0
COc1ccc(CNc2ncc(-c3cccc([N+](=O)[O-])c3)n2C)c(OC)c1OC,3,3,-1.5,1,0,-1,-27,i,0.0,1
Cc1cscc1NC(=O)/C=C/C(=O)O,-15,-2,1.1,18,0,-1,-1,i,-0.3,1
O=C(CNc1ccc(C(F)(F)F)cc1[N+](=O)[O-])OCC(=O)c1ccccc1,-5,-8,3.9,5,-10,-6,-23,i,-1.1,-6
O=C(N/N=C1/CC2C=CCC12)c1ccc(Br)o1 (centres undefined),-2,-1,-1.5,10,-10,-1,5,i,-0.1,0
Cc1ccc2nc(-c3ccccc3Cl)cc(C(=O)Nc3cc(C)on3)c2c1,-3,7,1.3,27,-3,0,-5,i,-0.4,-7
CS(=O)(=O)N1CCC(C(=O)NCc2ccc3c(c2)OCO3)CC1,8,0,1.4,4,13,-2,0,i,-1.4,6
C[C@@H]1CN([C@@H](C)CO)S(=O)(=O)c2ccc(Br)cc2O[C@@H]1CN(C)C(=O)c1ccccn1,5,-3,-2.3,-9,·,4,0,i,-0.9,7
O=C1COc2ccc(S(=O)(=O)Nc3ccc(OC(F)(F)F)cc3)cc2N1,-10,0,2.1,1,-8,-1,1,i,-0.4,4
c1cc(-c2ccsc2)n2ccnc2c1,-5,6,0.8,5,·,0,-18,·,0.2,4
CCOC(=O)C1=C(CSc2nc(-c3ccccc3)ccc2C#N)OC(N)=C(C#N)C1c1ccc(OC)cc1 (centres undefined),-69,30,3.6,43*,-20,-2,12,i,1.1,-14
CCc1cccc2c(C(=O)C(NCCCOC)c3ccccc3)c[nH]c12 (centres undefined),4,-8,3.0,-20,-2,-1,-3,i,0.7,-2
CCN(CC(=O)Nc1ccc2c(c1)OCCO2)C(=O)c1ccc(S(=O)(=O)N(C)C)cc1,10,-1,-1.3,-11,-4,-2,3,i,-0.2,-3
COc1ccc(CCNC(=O)CCNC(=O)c2ccco2)cc1,12,-7,0.3,7,-5,1,4,i,0.5,-1
O=C(Nc1ccc(Br)c(C(F)(F)F)c1)c1ccc(C(F)(F)F)cc1,-8,-5,4.3,-9,-10,2,1,i,0.5,-9
O=C(/C=C\NCC(=O)c1ccccc1)c1ccccc1,-9,0,-0.4,3,-4,1,-5,i,0.4,-4
OC(CCN1CCCCC1)(c1ccccc1)C1CCCCC1 (centres undefined),-6,-3,-0.3,-15,-1,1,5,i,-0.6,2
CC(=O)c1ccc(N2CCN(C(=O)c3ccc(-c4ccccc4)cc3)CC2)cc1,7,0,1.9,2,-1,2,-26,i,-0.2,7
CCN(CCCNC(=O)C1CCN(S(=O)(=O)c2cccc3nonc23)CC1)Cc1ccccc1,1,-6,-2.3,7,4,-4,-23,i,-0.9,2
COc1cc(NC(=O)COC(C)=O)c(C)cc1[N+](=O)[O-],6,-3,0.3,1,-1,2,-3,i,-0.4,0
CCC(=O)Nc1ccc(NC(=O)CSc2nnnn2Cc2ccccc2)cc1C,4,-1,-1.9,9,-8,-2,0,i,-0.8,1
CCC1Sc2ccc(S(=O)(=O)Nc3cc(OC)cc(OC)c3)cc2NC1=O (centres undefined),6,-8,1.0,0,-9,-2,-1,i,0.0,-3
COc1ccc(C(=O)NCC(=O)NC2=NCCS2)cc1,12,-3,-0.5,1,-1,-3,4,i,0.0,0
COc1cccc(-c2nnc3n2N=C(c2cccc(Br)c2)CS3)c1,-14,12,-2.9,25,-5,-1,49*,i,0.0,29
COCCCNC(=O)C(CC(N)=O)NC(=O)OCc1ccccc1 (centres undefined),4,-4,-3.8,-3,7,-2,-2,i,-0.4,0
# New compounds follow
SMILES,NRP1-CendR mod,NadD inh,LMPTP block,SKN-1 inh,Scp-1 inhibitor,STEP block,SUMO1-SIM PPI,Neddyl block,TbMetRS inhib,DNMT1 inh
CCOC(=O)C1=C(C)NC(C)=C(C(=O)OCC)C1C(=O)OCC(=O)NCc1ccco1,16,2,-0.8,19,-1,-1,-3,i,0.5,-3
COc1ccc(Cl)cc1S(=O)(=O)N1CCN(CC(=O)C(C)(C)C)CC1,22*,-5,-2.2,11,-12,3,-2,i,-1.0,-2
CSc1nc(N)c2c3c(sc2n1)COC(C(C)C)C3 (centres undefined),4,0,-0.3,10,-2,-6,-3,i,-1.1,0
CCOC(=O)c1ccc2ncc(C(=O)OCC)c(NCCCN3CCOCC3)c2c1,10,-3,-4.7,3,-7,0,2,i,-0.2,3
CCN(CC)CCNC(=O)c1cn(-c2ccccc2)nc1-c1cccs1,6,-4,-2.0,24,-2,3,0,i,0.2,0
CCCN(C(=O)COC(=O)CNS(=O)(=O)c1ccc(NC(C)=O)cc1)C1CCS(=O)(=O)C1 (centres undefined),7,8,0.6,7,0,0,-4,i,-0.3,1
CCOC(=O)C1(Cc2ccc(OC)cc2)CCN(C(=O)c2cncs2)CC1,1,4,-0.5,1,-3,-2,5,i,-0.5,0
Cc1ccc(Cn2nnc3c(=O)n(CC(=O)NCC4CCCO4)cnc32)cc1 (centres undefined),8,5,-1.0,16,-3,0,1,i,-0.2,-1
CCCN1CCN(CCCNC(=O)Cn2nc(-c3ccccc3)ccc2=O)CC1,1,1,-3.0,9,-6,1,1,i,0.0,3
COc1ccc(OCCSc2nc3ccccc3c(=O)[nH]2)cc1,14,-2,-0.8,11,12,-1,-13,i,-0.4,0
O=C1C=CC(=O)N1c1ccccn1,-6,3,-0.2,1,-7,1,5,i,-0.1,2
CCOc1ccccc1Nc1cc2n(c(=O)n1)CCc1cc(OC)c(OC)cc1-2,-2,1,0.2,8,-13,4,8,i,0.5,0
CCS(=O)(=O)NCCc1csc(C)n1,0,3,0.7,6,-2,-1,-1,i,-1.1,0
Cc1cc(NC(=O)COC(=O)c2c(C)nn(-c3ccccc3)c2C)no1,-4,-3,-1.9,-2,-1,0,6,i,0.2,-1
COC(=O)c1ccc(C(=O)OC)c(NC(=O)C2CC2)c1,2,1,0.3,1,-5,-1,-1,i,-0.9,7
CC(c1ccccc1)n1cnc2ccccc2c1=O (centres undefined),-4,-4,-2.7,-4,-2,0,4,i,0.7,1
COc1ccc(C(C)(C)C)cc1NC(=O)CCCN1C(=O)CN(C)C1=O,15,-4,0.0,-13,4,-1,4,i,-0.4,3
COc1ccc(C(=O)Nc2ccc(S(=O)(=O)Nc3cc(C)nc(C)n3)cc2)cc1,4,0,-1.3,-5,-6,0,5,i,0.0,-3
O=C(N/N=C1/CCCc2ccccc21)C(c1ccccc1)c1ccccc1,-12,1,-0.1,11,3,-4,1,i,-0.3,20
CCCc1cc(C(=O)N/N=C/c2ccc(C)o2)c2ccccc2n1,0,1,-0.3,3,-4,-2,-13,i,0.3,-1
CCC(C)NC(=O)Nc1ccccc1C (centres undefined),6,-1,0.2,13,-7,-2,2,i,0.0,5
O=C(NCCCN1CCOCC1)c1cc(Cl)ccc1[N+](=O)[O-],-16,-4,-4.9,-1,-3,0,-18,i,0.2,4
N=c1c(S(=O)(=O)c2ccc(Cl)cc2)cc2c(=O)n3ccccc3nc2n1CCN1CCOCC1,-23,7,2.2,5,-4,1,-2,·,0.2,-5
CC(CNS(=O)(=O)c1ccc2c(c1)CC(=O)N2C)c1ccccc1 (centres undefined),3,1,0.2,14,-3,-1,-3,i,-0.3,-2
O=c1cc2[nH]c3ccccc3c(=O)n2nc1-c1ccccc1,17,1,-2.7,-16,-15,5,-4,·,0.6,4
Cc1ccc(C(=O)NC2CCN(S(=O)(=O)c3ccccc3F)CC2)cc1,9,0,-2.3,0,2,2,3,i,-0.8,-1

# Compound profiles, from the list above.
# COC(=O)c1ccc(C(=O)OC)c(NC(=O)C2CC2)c1 as listed: NRP1-CendR mod = 2; NadD inh = 1; LMPTP block = 0.3; SKN-1 inh = 1; Scp-1 inhibitor = -5; STEP block = -1; SUMO1-SIM PPI = -1; Neddyl block = i; TbMetRS inhib = -0.9; DNMT1 inh = 7
# CC(CNS(=O)(=O)c1ccc2c(c1)CC(=O)N2C)c1ccccc1 (centres undefined) as listed: NRP1-CendR mod = 3; NadD inh = 1; LMPTP block = 0.2; SKN-1 inh = 14; Scp-1 inhibitor = -3; STEP block = -1; SUMO1-SIM PPI = -3; Neddyl block = i; TbMetRS inhib = -0.3; DNMT1 inh = -2
